Ins promoter up: MIN6 insulin promoter up-regulation; MIN6 insulin promoter-GFP reporter, high-content imaging; stronger effect = higher value; z-score at 5 µM; hit rate 0.3% among 190,000;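 active = z-score above 3 at 5 µM with at least 500 cells counted in the well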
Lipid droplet: hepatic lipid droplet formation modulation; AML12 mouse hepatocytes, oleate lipid droplets, BODIPY imaging; inhibition, % at 6.5 µM; hit rate 0.4% among 240,000; AID 1656;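 active = lipid droplet intensity inhibited by at least 50%, with more than 500 cells counted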
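Technique: fluorescence imaging, 20x objective, two fields per well / Assay system: AML12 hepatocytes (mouse) / Measure: % inhibition of lipid droplet signal / Doses: 6.5 µM single-point dosing / Incubation: overnight exposure / Reagent: 100 µM oleic acid challenge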
b-catenin transl: modulators of beta-catenin nuclear translocation | HeLa beta-catenin nuclear translocation, immunofluorescence imaging | nuclear translocation activity, % at 5 µM | hit rate 0.3% among 190,000 | AID 1665;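 active = nuclear translocation activity above 50% at 5 µM, with a well cell count of 50 or more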;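 also: per-cell ratio of nuclear to cytoplasmic median beta-catenin stain intensity; plate controls were DMSO negative control for no effect and GSK-3 inhibitor IX positive control for full effect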
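Test system: human HeLa cells, endogenous beta-catenin. Times: 24 h compound exposure, 37°C. Measured by: beta-catenin immunofluorescence imaging with DAPI.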
human PMI inhibitors: MPI inhibition at elevated mannose 6-phosphate – biochemical, fluorescence intensity, high mannose 6-phosphate, primary screen (AID 1220); recombinant PMI enzyme, coupled fluorescence intensity; higher % means a stronger effect; inhibition, % at 20 µM, or IC50 in µM where a hit was titrated; hit rate 0.66% among 190,000
Autophagy HCS: alters autophagy in cells; MEF GFP-LC3 puncta imaging; test concentration mostly 10 µM; calls only at 10 µM (by protocol); hit rate 0.98% among 190,000; AID 463193;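 active = percentage of spot-positive cells more than 3 SD above its plate mean, without a fluorescence outlier flag or 80% toxicity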;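 also: spot-positive cell cutoff set from DMSO-treated cells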
T cell HTS: T cell immune modulators affecting CD8 T cell-vesicle binding; 2C CD8+ T cell-vesicle binding, flow cytometry; stronger effect = lower value; calls only at 7 µM; hit rate 0.068% among 330,000;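 active = response, share of CD8 T cells binding vesicles, and their 90th percentile fluorescence all below set limits, cut at about 80% in these data, passing the limit was not always enough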
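Benchmarks: naked versus QL9-loaded vesicles / Assay system: purified 2C TCR transgenic mouse naive CD8+ T cells / Technique: high-throughput flow cytometry with anti-B7-1 and anti-CD8 staining / Timing: Cell–vesicle co-incubation 1.5 h at 37 °C, staining 20 min on ice / Read-out: percent CD8+ FL2 mean versus row control / Probe or stimulus: QL9-loaded Drosophila micro-vesicles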
TNAP activators: stimulation of alkaline phosphatase TNAP activity – biochemical, luminescent, no phosphate acceptor, uHTS, primary screen (AID 1001) | purified TNAP, luminescent activation assay, no phosphate acceptor; higher activation fold means a stronger effect | activation fold at 20 µM; hits with a dose series show EC50 in µM | hit rate 0.03% among 200,000; in the data active = activation fold from about 3, or a potency from the dose series; inactive = the rest, 99 in 100 with activation fold below about 1.6; also: many of its hits are not listed in these tables
PMI inhibitors: MPI enzyme activity inhibition – biochemical, fluorescence intensity, coupled assay, primary screen (AID 1209); purified PMI enzyme, coupled fluorescence intensity; higher % means a stronger effect; inhibition, % at 20 µM, or IC50 in µM where a hit was titrated; hit rate 0.42% among 190,000;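 also: plate controls were DMSO vehicle for no effect and wells lacking substrate for full effect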
MT stabilizer: microtubule stabilization, imaging screen | HeLa tubulin immunostaining HCS, 24 h; share of cells brighter than vehicle mean+2SD | % tubulin-high responders, % at 10 µM | hit rate 0.83% among 200,000 | AID 2205;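 active = plate Z-score above 3 for both tubulin-high and condensed-nucleus cell shares, with cell loss under 80%, at 10 µM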;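 also: anti alpha tubulin signal scored within the nucleus-defined area of each cell; some results filed as inactive read as strong as hits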
Ins promoter up cell count: also measured in Ins promoter up; calls as there; cell count; measured here: cytotoxicity, nuclei count;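 total cells summed across four imaged fields per well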
Lipid droplet cells 6.5 µM: further read-out of Lipid droplet, marked with its call; cell count; measured here: cell count, cytotoxicity flag;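 cells counted across two imaged fields per well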
b-catenin transl cell count 5 µM: further read-out of b-catenin transl, marked with its call; cell count; measured here: cell count, cytotoxicity flag
T cell HTS vesicle-bound %: also measured in T cell HTS; calls as there; double positive events, %; measured here: CD8+ vesicle-bound cell fraction;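 binding gate set so that unloaded-vesicle control wells show 10% double positive cells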
MT stabilizer Hoechst-high %: second read-out of MT stabilizer, no call of its own (marks repeat the call); % Hoechst-high responders; measured here: nuclear condensation Hoechst responders;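 share of cells brighter than vehicle mean plus two SD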
MT stabilizer cytotoxicity %: also measured in MT stabilizer; calls as there; toxicity, %; measured here: cytotoxicity by cell density;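 0% = mean cell density of plate MIN control wells and 100% = no cells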
Autophagy HCS cell loss 18 h: second read-out of Autophagy HCS, no call of its own (marks repeat the call); toxicity, %; measured here: cell loss, nuclei count;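 cell loss after 18 h compound exposure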
Numbers without * were called inactive; i = inactive; nt = no result given. Rule as the data show it, unless noted: active = inhibition above about 50%; inactive = the rest.

SMILES | Ins promoter up | Ins promoter up cell count | Lipid droplet | Lipid droplet cells 6.5 µM | b-catenin transl | b-catenin transl cell count 5 µM | human PMI inhibitors | Autophagy HCS | Autophagy HCS cell loss 18 h | T cell HTS | T cell HTS vesicle-bound % | TNAP activators | PMI inhibitors | MT stabilizer | MT stabilizer Hoechst-high % | MT stabilizer cytotoxicity %
CC(=O)Nc1ccccc1C(=O)C(=O)O | nt | nt | nt | nt | nt | nt | -10.7% | i | -21.1 | i | 41.3 | 1.1 | -9.4% | 3.3 | 2.2 | 5.2
COc1ccc(CC(=O)NNC(=O)CCc2ccccc2)cc1OC | 2.18 | 1189 | 7.1 | 764 | 0.2 | 1084 | 8.2% | i | -0.7 | i | 17.9 | 1.1 | 3.5% | 5.3 | 1.6 | 6.9
CC(=O)Nc1ccc(S(=O)(=O)NCCSCc2ccco2)cc1 | 0.56 | 1375 | nt | nt | 5.1 | 1423 | -1.6% | i | 2.9 | i | 44.9 | 1 | 2.7% | 1.9 | 1.3 | 3.0
CCOC(=O)c1cnc2ccc(C)cc2c1Sc1ccccc1C(=O)OC | -0.32 | 1276 | nt | nt | -0.7 | 1454 | 7.5% | i | 8.4 | i | 35.0 | 1.1 | 19.5% | 2.2 | 2.5 | 10.7
O=C1CC(NCc2cccs2)C(=O)N1c1ccc(Cl)cc1 (stereo not given) | -0.3 | 783 | -0.6 | 827 | nt | nt | -12.1% | i | -3.7 | i | 43.2 | 1.2 | -6.2% | 3.5 | 1.8 | 4.2
Cn1c(=O)c2c(nc(CN3CCN(CCO)CC3)n2CCc2ccccc2)n(C)c1=O | -0.23 | 1336 | 25.2 | 671 | -1.9 | 1110 | -0.3% | i | 6.2 | i | 17.7 | 1.1 | 7.6% | 2.3 | 1.6 | 8.3
O=C(CCN1C(=O)c2ccccc2C1=O)Nc1ccncc1 | 0.75 | 954 | nt | nt | -2.4 | 916 | -17.3% | i | 6.7 | i | 58.2 | 1 | -13.8% | 4.0 | 1.6 | 1.9
O=C(NCc1ccncc1)C(=O)NCC1OCCCN1S(=O)(=O)c1ccccc1 (stereo not given) | -0.02 | 1239 | -72.3 | 381 | -0.4 | 983 | 5.2% | i | 1.9 | i | 43.3 | 1.1 | 4.0% | 3.4 | 2.1 | 8.4
O=C(Nc1ccc2c(c1)OCO2)c1ccc(N2C(=O)c3ccccc3C2=O)cc1 | -0.51 | 1433 | -5.5 | 580 | 0.3 | 1151 | -3.9% | i | -17.7 | i | 46.9 | 1.1 | -3.4% | 2.5 | 3.3 | 7.6
O=C(COC(=O)c1ccc(S(=O)(=O)N2CCOCC2)cc1)Nc1nc(-c2ccccc2)cs1 | 0.76 | 1215 | 7.4 | 745 | -3.6 | 1149 | -8.2% | i | 2.9 | i | 47.8 | 1.1 | 0.0% | 1.6 | 1.8 | 4.7
NC(=O)C(=O)N/N=C/c1cccc(C(F)(F)F)c1 | 0.25 | 1218 | 16.8 | 701 | -0.4 | 1073 | -8.6% | i | -14.0 | i | 39.0 | 1 | -6.4% | 4.4 | 2.7 | 9.0
CC(C)(C)c1ccc(C(=O)Cn2nc(C(=O)O)c3ccccc3c2=O)cc1 | -0.29 | 1065 | -4.2 | 770 | 1.7 | 1288 | nt | nt | nt | i | 43.4 | nt | nt | nt | nt | nt
COc1ccc(N=C2SC(C(=O)O)CC(=O)N2Cc2ccc(OC)c(OC)c2)cc1 (stereo not given) | -1.85 | 1117 | -5.7 | 706 | nt | nt | 9.2% | i | -7.3 | i | 16.3 | 1.1 | 9.0% | 2.6 | 2.5 | 6.7
Cc1ccc(C2C3=C(CC(C)(C)CC3=O)Nc3n[nH]c(C)c32)cc1 (stereo not given) | 0.12 | 1311 | nt | nt | -3.0 | 926 | -2.6% | i | -11.2 | i | 54.5 | 1.1 | -7.1% | 4.5 | 2.3 | 1.7
O=C(CCC(=O)OCc1ccc(Br)cc1)Nc1ccccc1 | 0.06 | 1187 | -2.4 | 597 | -0.3 | 938 | 8.8% | i | -4.4 | i | 52.6 | 1 | 7.2% | 2.0 | 3.4 | 8.3
COC(=O)c1c(NC(=O)C2SC(=NC3CCCCC3)C(C(N)=O)=C2N)sc2c1CCCC2 (stereo not given) | 0.29 | 1527 | -1.1 | 632 | -0.5 | 1110 | 17.8% | i | 1.5 | i | 50.8 | 1.1 | 24.4% | 4.0 | 2.3 | 1.6
COCCCNc1nc2nonc2nc1N1CCC(C(C)N2CCOCC2)CC1 (stereo not given) | 1.84 | 1479 | -5.3 | 731 | 0.3 | 1584 | -6.2% | i | -20.3 | i | 58.9 | 1.1 | -9.6% | 1.3 | 1.5 | 3.7
COc1cc(NC(=O)C(=O)NCCN2CCNCC2)c(OC)cc1Cl | nt | nt | -7.7 | 600 | -5.0 | 602 | 8.4% | i | 6.3 | i | 46.4 | 1.1 | 4.1% | 2.8 | 1.6 | 8.6
C=CCOC(=O)C1=C(C)NC(SCC(=O)Nc2ccccc2)=C(C#N)C1c1ccco1 (stereo not given) | 1.52 | 962 | nt | nt | -0.4 | 846 | 3.8% | i | -21.8 | i | 37.4 | 1.2 | 10.7% | 2.7 | 1.4 | 5.0
Cc1nc2ccc(Cl)cn2c1C(=O)NN | -0.25 | 1485 | 8.4 | 716 | -2.1 | 967 | 20.1% | i | 5.8 | i | 51.9 | 1.1 | 21.2% | 4.3 | 2.4 | 11.9

Overlap with the part before: 3 entries, followed by the next part.
SMILES | Ins promoter up | Ins promoter up cell count | Lipid droplet | Lipid droplet cells 6.5 µM | b-catenin transl | b-catenin transl cell count 5 µM | human PMI inhibitors | Autophagy HCS | Autophagy HCS cell loss 18 h | T cell HTS | T cell HTS vesicle-bound % | TNAP activators | PMI inhibitors | MT stabilizer | MT stabilizer Hoechst-high % | MT stabilizer cytotoxicity %
COc1cc(NC(=O)C(=O)NCCN2CCNCC2)c(OC)cc1Cl | nt | nt | -7.7 | 600 | -5.0 | 602 | 8.4% | i | 6.3 | i | 46.4 | 1.1 | 4.1% | 2.8 | 1.6 | 8.6
C=CCOC(=O)C1=C(C)NC(SCC(=O)Nc2ccccc2)=C(C#N)C1c1ccco1 (stereo not given) | 1.52 | 962 | nt | nt | -0.4 | 846 | 3.8% | i | -21.8 | i | 37.4 | 1.2 | 10.7% | 2.7 | 1.4 | 5.0
Cc1nc2ccc(Cl)cn2c1C(=O)NN | -0.25 | 1485 | 8.4 | 716 | -2.1 | 967 | 20.1% | i | 5.8 | i | 51.9 | 1.1 | 21.2% | 4.3 | 2.4 | 11.9
COCC(=O)OCC(=O)c1cc(C)n(-c2ccc(Br)cc2)c1C | -0.22 | 1237 | 2.2 | 696 | 3.6 | 844 | 1.0% | i | 6.0 | i | 27.8 | 1.1 | -1.2% | 8.7 | 2.1 | 13.9
CCN(CC)C(=O)c1sc(N2C(=O)Nc3ccccc3N2O)c(C(=O)OC)c1C | 0.61 | 1237 | 8.3 | 679 | 0.0 | 1078 | -20.8% | i | -2.9 | i | 62.9 | 1.1 | -23.0% | 3.6 | 1.9 | 10.0
COc1cc(CN2CCNC(=O)C2CC(=O)N2CCc3ccccc3C2)cc(OC)c1 (stereo not given) | nt | nt | -1.8 | 711 | -0.3 | 996 | 35.1% | i | -19.2 | i | 53.8 | 1.1 | 4.3% | 1.3 | 3.0 | 4.3
O=C(NN1C(=O)C2C3CCC(O3)C2C1=O)c1ccc(Cl)cc1 (stereo not given) | 0.2 | 1229 | 1.0 | 697 | -3.3 | 551 | -4.1% | i | -3.5 | i | 44.0 | 1.1 | -6.6% | 1.6 | 2.6 | 5.0
CCc1nc(SCc2ccc(C(=O)OC)o2)c2c(=O)n(C)c(=O)n(C)c2n1 | -0.87 | 1084 | 18.9 | 732 | 3.2 | 1140 | -6.6% | i | -5.5 | i | 20.2 | 1 | -3.2% | 5.9 | 2.3 | 6.7
CCOc1ccccc1CN1CCN(Cc2ccc(C)o2)CC1CCO (stereo not given) | -0.06 | 1659 | -17.2 | 687 | -1.1 | 1006 | -1.0% | i | 14.3 | i | 34.1 | 1.1 | 2.8% | 1.5 | 0.8 | 0.9
Cc1ccccc1-n1cc(CNC(=O)CCc2nnc(CCc3ccccc3)o2)cn1 | -0.48 | 1546 | -12.7 | 710 | 0.4 | 1011 | 0.5% | i | -17.9 | i | 32.0 | 1.1 | 6.7% | 1.9 | 0.7 | 1.8
O=S(=O)(Cc1ccc(Cl)cc1)Nc1ccc2c(c1)OCO2 | nt | nt | 29.2 | 628 | -1.7 | 1124 | 9.2% | i | 6.4 | i | 16.3 | 1.1 | 4.6% | 3.0 | 2.6 | 7.3
COC(=O)C1=C(C)N(C)C(=O)/C1=C\c1ccco1 | 0.1 | 1596 | nt | nt | 0.6 | 1377 | -2.9% | i | 16.9 | i | 50.4 | 1 | 1.4% | 3.3 | 1.3 | 4.1
CC(C)NC(=O)C1CCN(C2CCN(Cc3cn[nH]c3-c3ccccc3)CC2)CC1 | 0.33 | 1259 | 12.4 | 693 | 1.1 | 1080 | -4.1% | i | -12.9 | i | 64.5 | 0.7 | -1.1% | 2.0 | 2.0 | 6.7
O=[N+]([O-])c1ccc([C@H](O)[C@H](CO)N=Cc2ccccc2O)cc1 | -0.38 | 962 | -0.8 | 766 | -5.1 | 1182 | 6.3% | i | -2.7 | i | 51.9 | 1 | -0.1% | 1.1 | 0.5 | 6.6
CCC(CC)c1nnc(NC(=O)c2cc(C(=O)OC)cc([N+](=O)[O-])c2)s1 | nt | nt | -3.0 | 527 | -0.1 | 977 | -4.1% | i | 14.6 | i | 8.2 | 1.1 | 7.1% | 1.2 | 2.6 | 11.9

High-throughput results as filed in PubChem BioAssay.

The order is random (roughly 2.9% active in at least one column).
